Screening data as filed in PubChem.
Imprint erasure: inducers of genomic imprint erasure in mouse ES cells | hit rate 0.02% among 110,000 | mouse ES Peg3-LacZ reporter, beta-gal luminescence, 40 h | Potency, µM (top dose mostly 60.7 µM), for inactives: top-dose activity change, positive = activation, usual class: activators;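 also: 0% = negative control wells on the plate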
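Imprint erasure is scored as LacZ activity from the silenced maternal Peg3 allele in feeder-free female ES cells cultured 40 h with LIF. Luminescence is normalized to in-plate negative controls and fitted to the Hill equation.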
IkB signaling: inhibitors of IkB signaling in ABC-DLBCL cells; Potency, µM (doses to about 57.1 µM), inactives show at the highest dose IkBa stabilization activation; ABC-DLBCL IkBa-CBG/CBR dual luciferase ratio, 4 h; response scale: scaled: untreated 0%, proteasome inhibitor 100%; hit rate 0.04% among 110,000; AID 445; active = well fitted curve in the direction sought with a large enough effect in the signal ratio, not every such curve was filed as active; inconclusive = small, poorly fitted or top-dose-only effect, or a change in a side signal; the % refers to the signal ratio;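 also: the direction sought is a rising ratio; 0% = basal untreated cells and 100% = reference inhibitor full response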
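In this assay, an IκBα–CBG68 fusion accumulates when IKK-driven degradation is blocked; native CBR normalizes for cell number. OCI-Ly3 cells were treated 4 h with compound and doxycycline, then green and red light read after Chroma-Glo addition.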
p53ts 32C tox: kills p53ts cells at the permissive temperature; AID 924; Potency, µM (series often up to 46.1 µM), inactives show at the highest dose activity change, negative = cytotoxicity, actives largely listed as cytotoxic; H1299-p53A138V at 32C, ATP luminescence viability, 24 h; hit rate 0.93% among 130,000;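 also: 0% = DMSO and -100% = full killing by reference compound; nearly all actives have a fitted effect of over 55% in size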
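Cells: H1299 p53ts (A138V), 600/well, pre-incubated 16–30 h at 37C. Cpd up to 46 uM, 24 h, 32C. Readout: ATPlite luminescence, 20 min RT. Normalization: DMSO vs tamoxifen 100 uM. AC50 by Hill equation.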
p53ts 39C kill: p53ts cell cytotoxicity, nonpermissive temperature; H1299-p53A138V viability at 39C, ATP luminescence, 24 h; Potency, µM (series often up to 46.1 µM), inactives show at the top dose activity change, negative = cell killing, most hits filed as cytotoxic; AID 902; hit rate 1.5% among 130,000; also: nearly all actives have a fitted effect of over 55% in size
Numbers without * were called inactive; [ ] = another dose, or the depositor's remark. Unless noted, calls follow the shape of the dose curve; as a rule, active = well fitted curve in the direction sought with a large enough effect; inconclusive = small, poorly fitted or top-dose-only effect, or another doubt; inactive = no such curve, though single readings can be large; an effect the other way counts as inactive or inconclusive. Unless noted, % is scaled to controls: 0 for no effect and ±100 for the full control effect; potency is read from the fitted curve at half-maximal effect. Compounds were not picked by outcome; overall some 1.7% were active at least once.

Preview, three compounds:
What do the screens show for `COc1cccc(C(=O)N(Cc2ccco2)c2ccccn2)c1`?
Imprint erasure: -8.3%[10.9 µM]; IkB signaling: -1.3%; p53ts 32C tox: 1.4%; p53ts 39C kill: 11.4%

How did Cc1ccc(C)c(-c2ccc(=O)n(Cc3ccc(F)cc3Cl)n2)c1 do in these assays?
Imprint erasure: -5.1%[10.9 µM]; IkB signaling: -0.6%; p53ts 32C tox: 0.3%; p53ts 39C kill: -25.4%

Results for CC1CCCCN1C(=O)c1ccccc1NC(=O)c1ccco1 (configuration not stated) ?
Imprint erasure: -3.4%; IkB signaling: 2.2%; p53ts 32C tox: 6.2%; p53ts 39C kill: -6.7%

This part in full, from the first entry:
What do the screens show for `COc1cccc(C(=O)N(Cc2ccco2)c2ccccn2)c1`?
Imprint erasure: -8.3%[10.9 µM]; IkB signaling: -1.3%; p53ts 32C tox: 1.4%; p53ts 39C kill: 11.4%

How did Cc1ccc(C)c(-c2ccc(=O)n(Cc3ccc(F)cc3Cl)n2)c1 do in these assays?
Imprint erasure: -5.1%[10.9 µM]; IkB signaling: -0.6%; p53ts 32C tox: 0.3%; p53ts 39C kill: -25.4%

Results for CC1CCCCN1C(=O)c1ccccc1NC(=O)c1ccco1 (configuration not stated) ?
Imprint erasure: -3.4%; IkB signaling: 2.2%; p53ts 32C tox: 6.2%; p53ts 39C kill: -6.7%

Results for CCOc1ccc(NC(=O)c2oc3ccccc3c2NC(=O)C(C)C)cc1 ?
Imprint erasure: -9.6%; IkB signaling: 1.5%; p53ts 32C tox: -7.1%; p53ts 39C kill: -0.8%

How did Cc1nc(NC2=NCN(Cc3ccccc3)CN2)nc2ccccc12 do in these assays?
Imprint erasure: -14.9%; IkB signaling: 0.2%; p53ts 32C tox: 2.0%; p53ts 39C kill: -1.6%

How did C/C=C(\C)c1nnc(NC(=O)c2ccco2)s1 do in these assays?
Imprint erasure: -42.0%[inhibitor]; IkB signaling: 8.6%; p53ts 32C tox: -12.4%; p53ts 39C kill: -15.1%

What do the screens show for `O=C(CCCCn1c(=O)c2ccccc2n(Cc2ccccc2F)c1=O)NCc1ccc2c(c1)OCO2`?
Imprint erasure: 12.0%[10.9 µM]; IkB signaling: 3.5%; p53ts 32C tox: -5.1%; p53ts 39C kill: -17.0%

How did CN1CCN(CCCNC(=O)c2ccc3nc(Cc4ccccc4)oc3c2)CC1 do in these assays?
Imprint erasure: -18.4%[10.9 µM]; IkB signaling: 0.3%; p53ts 32C tox: -1.1%; p53ts 39C kill: 4.1%

Results for CN(C)S(=O)(=O)c1cccc(NC(=O)CSc2nc3c(cc2C#N)C(=O)CC(C)(C)C3)c1 ?
p53ts 32C tox: inconclusive; p53ts 39C kill: 2.8%

How did Cc1ccc(C(=O)Nc2nc3ccc(S(C)(=O)=O)cc3s2)s1 do in these assays?
Imprint erasure: -71.2%[inhibitor]; IkB signaling: -2.0%; p53ts 32C tox: 10µM*; p53ts 39C kill: 12.6µM*

What do the screens show for `CC(=O)c1cccc(NC(=O)Nc2cc3c(cc2N2CCCC2)n(C)c(=O)n3C)c1`?
Imprint erasure: 17.7%[10.9 µM]; IkB signaling: inconclusive; p53ts 32C tox: 8.6%; p53ts 39C kill: -6.7%

Results for COc1cc(CCC(=O)N2CCN(S(=O)(=O)c3ccc(C)c(C)c3)CC2)cc(OC)c1OC ?
Imprint erasure: -15.0%; IkB signaling: 2.1%; p53ts 32C tox: -5.5%; p53ts 39C kill: -12.2%

Results for Cc1ccccc1CCNC(=O)c1ccc2c(c1)nc1n2CCCCC1 ?
Imprint erasure: -4.4%[10.9 µM]; IkB signaling: inconclusive; p53ts 32C tox: 1.58µM*; p53ts 39C kill: 1µM*

Results for Cc1cccc(NC(=O)CN2C(=O)C(c3ccccc3)=NC23CCC(C)CC3)c1 (configuration not stated) ?
Imprint erasure: -9.2%[10.9 µM]; IkB signaling: inconclusive; p53ts 32C tox: 7.8%; p53ts 39C kill: -10.9%

How did CC(C)Cn1c(N2CCN(C(=O)c3cccs3)CC2)nc2ccccc21 do in these assays?
Imprint erasure: -12.7%; IkB signaling: 0.2%; p53ts 32C tox: -5.9%; p53ts 39C kill: 10.3%

How did COC(=O)Cn1cc(C(=O)c2ccco2)c2ccccc21 do in these assays?
Imprint erasure: -3.9%; IkB signaling: 0.2%; p53ts 32C tox: -5.9%; p53ts 39C kill: 0.1%

Results for CCNC(=O)C1CN(S(=O)(=O)c2ccccc2)CCN1S(=O)(=O)c1ccccc1 (configuration not stated) ?
Imprint erasure: -6.0%; IkB signaling: 0.0%; p53ts 32C tox: 9.4%; p53ts 39C kill: 3.4%

How did CCn1c(SCc2ccc(C#N)cc2)nnc1-c1ccc(S(=O)(=O)N2CCCCC2)cc1 do in these assays?
IkB signaling: 10.9%; p53ts 32C tox: -19.7%; p53ts 39C kill: -8.6%

Results for CN1CCN(C(CNC(=O)c2cccc(F)c2)c2ccc3c(c2)OCO3)CC1 (configuration not stated) ?
Imprint erasure: inconclusive; IkB signaling: 1.5%; p53ts 32C tox: -10.1%; p53ts 39C kill: -16.1%

Results for CSc1nc2sc3c(c2c(=O)n1C)CCCC3 ?
Imprint erasure: -15.3%; IkB signaling: -5.0%; p53ts 32C tox: -1.5%; p53ts 39C kill: -3.0%

Results for COc1ccc(C(=O)N2CCCC2)cc1S(=O)(=O)N1CCC(C)CC1 ?
Imprint erasure: -2.8%; IkB signaling: 2.3%; p53ts 32C tox: 19.6%; p53ts 39C kill: 7.6%

How did Cc1oc(CC(C)C)cc1C(=O)Nc1ccc(C(=O)O)cc1 do in these assays?
Imprint erasure: -27.0%; IkB signaling: 11.0%; p53ts 32C tox: -10.2%; p53ts 39C kill: -10.6%

What do the screens show for `CCOC(=O)c1c(C)[nH]c(C)c1S(=O)(=O)N(C)CC(=O)N1CCN(c2ccc(Cl)cc2)CC1`?
Imprint erasure: 8.6%[10.9 µM]; IkB signaling: 2.4%; p53ts 32C tox: 9.6%; p53ts 39C kill: -9.1%

How did CCc1ccc(-c2nc(CN3CCCC(C(=O)NCc4ccccc4Cl)C3)c(C)o2)cc1 (configuration not stated) do in these assays?
Imprint erasure: -12.8%[10.9 µM]; IkB signaling: inconclusive; p53ts 32C tox: inconclusive; p53ts 39C kill: inconclusive

How did Cc1ccc(S(=O)(=O)Nc2ccc(S(=O)(=O)Nc3ncccn3)cc2)cc1 do in these assays?
Imprint erasure: -0.2%; IkB signaling: 1.4%; p53ts 32C tox: -1.9%; p53ts 39C kill: 3.4%

What do the screens show for `Cc1cccc(-c2noc(-c3ccccc3OCC(=O)Nc3ccccc3[N+](=O)[O-])n2)c1`?
Imprint erasure: 10.1%[10.9 µM]; IkB signaling: inconclusive; p53ts 32C tox: 1.9%; p53ts 39C kill: 2.3%

How did CCOc1cccc(C(=O)Nc2nnc(S(=O)(=O)N(C)c3ccc(C)cc3)s2)c1 do in these assays?
Imprint erasure: -5.5%[10.9 µM]; IkB signaling: -1.5%; p53ts 32C tox: -0.6%; p53ts 39C kill: -12.3%

What do the screens show for `O=C(N1CCOCC1)N1CCN(C(=O)N(c2ccccc2)c2ccccc2)CC1`?
Imprint erasure: 4.1%; IkB signaling: 0.3%; p53ts 32C tox: 0.6%; p53ts 39C kill: 11.8%

What do the screens show for `COCCn1c(=O)c(-c2ccc(F)cc2)nc2cnc(Oc3ccc(OC)cc3)nc21`?
IkB signaling: -1.6%[11.4 µM]; p53ts 32C tox: 0.9%; p53ts 39C kill: -1.9%

What do the screens show for `O=C(Nc1ccc(Cl)cc1F)c1ccc(COc2c(F)c(F)c(F)c(F)c2F)o1`?
Imprint erasure: -10.5%; IkB signaling: 5.7%; p53ts 32C tox: -8.3%; p53ts 39C kill: -26.3%

Results for O=C(COc1ccccc1Cl)N1CCN(c2ncccn2)CC1 ?
Imprint erasure: -1.9%; IkB signaling: -1.8%; p53ts 32C tox: -5.1%; p53ts 39C kill: 4.2%

Results for COc1ccc(CNC(=O)CN(c2cc(C(F)(F)F)ccc2Cl)S(C)(=O)=O)cc1 ?
Imprint erasure: 9.2%[10.9 µM]; IkB signaling: inconclusive; p53ts 32C tox: 10.9%; p53ts 39C kill: 11.1%

Results for CC(=O)c1c(C)nc(C)nc1NC(=O)Cc1ccccc1 ?
Imprint erasure: -10.6%; IkB signaling: 0.4%; p53ts 32C tox: 2.6%; p53ts 39C kill: 5.0%

What do the screens show for `O=C1c2oc3ccc(Cl)cc3c(=O)c2C(c2ccccn2)N1CCCN1CCOCC1` (configuration not stated)?
Imprint erasure: 5.4%; IkB signaling: 1.6%; p53ts 32C tox: 0.3%; p53ts 39C kill: 4.6%

What do the screens show for `CCC1Oc2ccccc2N(CC(=O)NCc2ccccc2)C1=O` (configuration not stated)?
Imprint erasure: inconclusive; IkB signaling: 0.4%; p53ts 32C tox: 6.6%; p53ts 39C kill: -24.7%

How did COCC(=O)Nc1ccc(-c2cn3cccnc3n2)cc1 do in these assays?
Imprint erasure: -16.1%; IkB signaling: -2.6%; p53ts 32C tox: inconclusive; p53ts 39C kill: inconclusive

Results for CCC(=O)N1CCc2cc(S(=O)(=O)NCCN3CCC(C)CC3)ccc21 ?
Imprint erasure: -2.6%; IkB signaling: -1.8%; p53ts 32C tox: 14.4%; p53ts 39C kill: 1.6%

How did CCCn1c(SCC(=O)NCc2cccs2)nc2c1c(=O)n(C)c(=O)n2C do in these assays?
Imprint erasure: -0.2%; IkB signaling: -0.2%; p53ts 32C tox: 1.4%; p53ts 39C kill: 3.2%

What do the screens show for `Cc1ccc2c(c1)N(CCCC(=O)NCCC1=CCCCC1)C(=O)CO2`?
Imprint erasure: -14.3%; IkB signaling: -1.4%; p53ts 32C tox: 6.8%; p53ts 39C kill: 10.5%

What do the screens show for `Cc1nnc2sc(-c3ccncc3)nn12`?
Imprint erasure: 1.0%; IkB signaling: 0.8%; p53ts 32C tox: 1.3%; p53ts 39C kill: -13.4%

How did COC(=O)CSC1=NS(=O)(=O)c2ccccc21 do in these assays?
Imprint erasure: -15.7%; IkB signaling: inconclusive; p53ts 32C tox: -17.5%; p53ts 39C kill: -15.2%

Results for CCOc1ccc(-c2cc3c(=O)n(CC(=O)NCc4ccc(C)cc4)ccn3n2)cc1 ?
Imprint erasure: -8.9%[10.9 µM]; IkB signaling: -0.5%; p53ts 32C tox: 0.9%; p53ts 39C kill: -28.6%

What do the screens show for `CCOC(=O)c1ccc(-c2ccc(/C=C(\C#N)C(=O)Nc3c(C)cccc3Cl)o2)cc1`?
Imprint erasure: -15.0%[10.9 µM]; IkB signaling: inconclusive; p53ts 32C tox: -0.9%; p53ts 39C kill: -18.7%

What do the screens show for `CCC(C)NC(=O)c1ccc2c(c1)sc1nc(-c3ccc(OC)cc3)cn12` (configuration not stated)?
Imprint erasure: 6.6%[10.9 µM]; IkB signaling: inconclusive; p53ts 32C tox: 3.5%; p53ts 39C kill: -12.4%

What do the screens show for `COc1ccc(CNC(=O)c2cc(=O)c3cc(C)ccc3o2)cc1`?
Imprint erasure: 23.8%[10.9 µM]; IkB signaling: 0.3%; p53ts 32C tox: 3.4%; p53ts 39C kill: -2.6%

How did O=C(NCC1CCCCC1)c1ccco1 do in these assays?
Imprint erasure: -7.0%; IkB signaling: 3.4%; p53ts 32C tox: 9.7%; p53ts 39C kill: -7.7%

What do the screens show for `C=CCn1c(N)c(C(=O)NC2CCCCC2)sc1=S`?
Imprint erasure: -5.9%; IkB signaling: 5.1%; p53ts 32C tox: -5.4%; p53ts 39C kill: 13.7%

What do the screens show for `O=S(=O)(NCC1CCCO1)c1ccc(Cl)c(C(F)(F)F)c1` (configuration not stated)?
Imprint erasure: 4.3%; IkB signaling: -0.8%; p53ts 32C tox: -12.5%; p53ts 39C kill: 1.4%

Results for COC(=O)c1ccc(-c2nc3ccc(C)cc3o2)cc1 ?
Imprint erasure: -14.7%; IkB signaling: -4.2%; p53ts 32C tox: -16.5%; p53ts 39C kill: -18.1%

Results for O=S(=O)(c1cnc[nH]1)N1CCCCCC1 ?
Imprint erasure: -14.9%; IkB signaling: -0.3%; p53ts 32C tox: -3.1%; p53ts 39C kill: -7.5%

What do the screens show for `CCOC(=O)C1CCCN(C(=O)c2cnn3c(C(F)(F)F)cc(-c4ccccc4)nc23)C1` (configuration not stated)?
Imprint erasure: -14.3%; IkB signaling: -5.2%; p53ts 32C tox: 16.6%; p53ts 39C kill: 3.9%
